From PubChem BioAssay
SUMO Mot1 rescue = yeast Mot1-301 growth rescue at high temperature, primary screen, SUMOylation pathway inhibitor project, S. cerevisiae, ATP luminescence, 38.5C; 320,000 compounds, 1% hits; growth rescue, % at 18.8 µM; S. cerevisiae Mot1-301 growth rescue; percent above DMSO median, 100 means doubled; AID 2716, 2010;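 active means every valid replicate shows activation above 250% relative to neutral control wells; inactive means the rest, any valid replicate at or below 250%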;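 further: OY570 slx delta 5 strain wells were the positive control but not used for scaling; some compounds called inactive have numbers as strong as hits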
phage Ecoli inh = growth loss of phage-infected E. coli, primary screen, RecBCD inhibitor project, absorbance, with phage, HTS; inhibition, % at 11.9 µM; 360,000 compounds, 0.26% hits; AID 651602, 2012; in the data active means inhibition above about 11%
MOR-DOR inv ag = inverse agonists of MOR-DOR heterodimerization, primary screen, cell-based, luminescence | cell-based MOR-DOR heterodimer luminescence, inverse agonism | inhibition, % at 9.3 µM | 340,000 compounds, 0.21% hits; in the data active means inhibition above about 22%, passing the limit was not always enough;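 further: 0% = cells with DMSO and 100% = wells without cells with DMSO; values of inactives mirror those of a sister screen read the other way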
Target sequence (P35372 whole entry, looked up): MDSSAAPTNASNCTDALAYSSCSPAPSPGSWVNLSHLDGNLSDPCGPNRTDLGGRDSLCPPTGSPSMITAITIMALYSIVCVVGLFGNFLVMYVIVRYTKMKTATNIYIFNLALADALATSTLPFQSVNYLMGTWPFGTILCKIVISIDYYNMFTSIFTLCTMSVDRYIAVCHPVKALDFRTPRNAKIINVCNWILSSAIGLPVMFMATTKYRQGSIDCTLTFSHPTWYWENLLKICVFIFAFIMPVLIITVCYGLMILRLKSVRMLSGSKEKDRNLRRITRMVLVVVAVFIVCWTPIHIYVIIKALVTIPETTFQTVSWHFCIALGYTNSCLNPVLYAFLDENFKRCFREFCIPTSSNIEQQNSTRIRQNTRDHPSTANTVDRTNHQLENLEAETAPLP
Target sequence (P41143 whole entry, looked up): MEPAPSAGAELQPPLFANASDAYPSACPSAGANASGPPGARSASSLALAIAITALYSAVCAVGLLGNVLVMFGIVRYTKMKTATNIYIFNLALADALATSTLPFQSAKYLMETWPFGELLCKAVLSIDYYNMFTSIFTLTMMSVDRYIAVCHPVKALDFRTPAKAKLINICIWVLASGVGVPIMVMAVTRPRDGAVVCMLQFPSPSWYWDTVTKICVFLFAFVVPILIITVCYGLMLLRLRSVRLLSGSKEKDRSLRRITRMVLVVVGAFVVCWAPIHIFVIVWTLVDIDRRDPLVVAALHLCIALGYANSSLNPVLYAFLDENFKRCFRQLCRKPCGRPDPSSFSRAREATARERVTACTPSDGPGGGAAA
PKA-R1A act = activators of PKA-R1A holoenzyme, primary screen, biochemical, fluorescence polarization, Cy5-IP20, bovine R1A, mouse PKAc; cAMP-dependent protein kinase type I-alpha regulatory subunit (Bos taurus) + …; PKA-R1A dissociation; scaled: DMSO 0%, 113 µM cGMP 100%; activation, % at 11.4 µM; 340,000 compounds, 0.083% hits;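 active means percent activation above the mean of all tested compounds plus 3 SD, cut at about 19% in these data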;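 further: higher means more PKAc released from R1A so a rise in polarization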
Pemphigus Ab inh = inhibitors of pemphigus antibody binding to DSG3, primary screen, biochemical, bead-based, flow cytometry, scFv-GFP; Desmoglein-3 (Homo sapiens), P32926; DSG3-coupled beads, scFv-anti-DSG3-GFP binding; hits give low values; binding (percent of control), % at 10 µM; 310,000 compounds, 0.48% hits; AID 588358, 2011;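 active means binding more than 3 SD below its plate's average and above zero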;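 further: hits lower antibody fragment binding to DSG3; some compounds called inactive have numbers as strong as hits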
MOR-DOR ag = agonists of OPRM1-OPRD1 heterodimerization, primary screen, cell-based, luminescence | Mu-type opioid receptor (Homo sapiens) + Delta-type opioid receptor (Homo sapiens), … | cells | activation, % at 9.3 µM | 340,000 compounds, 0.3% hits | AID 504326, 2011; in the data active means activation above about 18%;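 further: 0% = vehicle-treated cells and 100% = reference agonist; values of inactives mirror those of a sister screen read the other way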
AddAB inh = growth inhibition of E. coli expressing H. pylori AddAB, primary screen, AddAB inhibitor project, absorbance; inhibition, % at 11.9 µM; 330,000 compounds, 0.29% hits; AID 435030, 2010; in the data active means inhibition above about 12%;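 further: 0% = vehicle wells of infected cells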
PfHsp90 yeast 2 = growth inhibition of PfHsp90-expressing yeast, primary screen, antimalarial PfHsp90 inhibitor project, S. cerevisiae, BacTiter-Glo luminescence, single point, set 2; BacTiter-Glo ATP, 48 h; yeast lacking PDR1 and PDR3 efflux regulators; inhibition, % at 9.4 µM; 310,000 compounds, 0.32% hits;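 active means every replicate shows inhibition above about 80%, whatever the replicate mean, limit read from the data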;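 further: 0% = DMSO neutral controls and 100% = 20 µM radicicol positive controls; yeast relying on Plasmodium falciparum Hsp90 in place of its own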
E coli growth = E. coli V3065 growth inhibition, primary screen, counter-screen for AddAB inhibitor project, absorbance, OD600; 18 h; inhibition, % at 11.9 µM; 330,000 compounds, 0.27% hits; AID 449728, 2010;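 active means inhibition above the campaign's mean inhibition across all tested compounds plus 3 SD, cut at about 9.9% in these data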;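 further: uninfected addAB+ strain grown without phage in ampicillin broth; 0% = DMSO wells and 100% = ciprofloxacin 0.95 µg/ml wells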
Arr AP2 block = inhibitors of beta-arrestin/AP2 binding, primary screen, biochemical, GPCR trafficking, flow cytometry. beta-arrestin 1 C-terminal peptide binding to AP2 beta2-adaptin appendage (human). FITC-arrestin peptide / GST-AP2 beads; AP2 beta2 appendage carries R879A mutation. inhibition, % at 10 µM. 340,000 compounds, 0.31% hits. AID 504490, 2011;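 active means inhibition above a set limit, near 3 SD of compounds lacking own fluorescence, cut at about 54% in these data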;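 further: plate controls were DMSO wells for no effect and 5 µM unlabelled arrestin peptide for full effect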
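Test system: GST-tagged AP2 beta2-adaptin appendage (R879A) on 4 µm glutathione beads; also added: fluorescein-tagged arrestin peptide at 50 nM final; timing: 12 min plus 1 h, RT; signal: flow cytometry, FL1 (488/535 nm); read-out: percent drop in bead-associated FITC signal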
Tat transport = E. coli Tat export inhibitors, primary screen, MC4100, TorA-mCherry reporter, fluorescence, single point; inhibition, % at 10 µM; 340,000 compounds, 0.036% hits;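 active means mean replicate inhibition at least 50% and at least half of replicates individually reaching 50%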;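 further: exported cargo escapes ClpAP degradation while cytoplasmic cargo is degraded and loses fluorescence; 0% = median of neutral control wells and 100% = median of NaSCN control wells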
The depositor's hits bear a star; · = not tested or not shown.

SMILES	SUMO Mot1 rescue	phage Ecoli inh	MOR-DOR inv ag	PKA-R1A act	Pemphigus Ab inh	MOR-DOR ag	AddAB inh	PfHsp90 yeast 2	E coli growth	Arr AP2 block	Tat transport
O=[N+]([O-])c1cccc(-c2ccc3nnc(SCc4ccccn4)n3n2)c1	·	3.5	6	-8	96	-1.1	2.0	-4	0.2	9	2
CC1CCCCC1NC(=O)CN1C(=O)NC(C)(c2cc(F)ccc2F)C1=O (centres undefined)	-6	2.0	3	-8	100	-0.7	0.4	-1	-3.1	4	-7
COc1ccc(OC)c(Nc2nc3nonc3nc2N2CCCC(C)C2)c1 (centres undefined)	-9	4.2	-8	-4	101	1.1	3.0	-22	1.4	7	-2
CCCCOc1ccc(CSc2nnc(C)n2N)cc1[N+](=O)[O-]	·	4.2	1	-3	112	-0.1	5.3	-1	-0.4	1	-1
Cc1nc(NNC(=O)c2ccc([N+](=O)[O-])cc2)cc(-c2ccccc2)n1	-1	3.9	20	0	107	-3.7	2.8	2	-0.6	-4	-13
O=C1/C(=C/c2ccco2)SC(=S)N1CCC(=O)N1CCCCC1CCO (centres undefined)	77	0.5	-20	6	97	3.7	0.8	3	-3.2	3	-7
COc1ccc(NC(=O)C2CC(=O)n3ncnc3N2)cc1 (centres undefined)	-13	0.8	-4	-8	98	0.8	0.3	3	-2.4	0	7
c1ccc(-c2nc3c4ccccc4ccn3c2CN2CCCCC2)cc1	24	1.3	-11	-8	108	2.2	0.1	28	0.3	31	-6
CCN(CC(=O)Nc1ccc(NC(C)=O)cc1)C(=O)c1ccc2c(c1)S(=O)(=O)N=C1CCCCCN12	3	4.7	3	-1	106	-0.6	-0.7	·	-1.1	14	6
CCOC(=O)c1[nH]c2ccc(OC)cc2c1NS(=O)(=O)c1ccc(Cl)s1	-4	2.8	0	-6	101	0.0	-0.3	-3	-2.1	10	4
CC(c1ccco1)N(C(=O)COc1ccccc1[N+](=O)[O-])c1ccccn1 (centres undefined)	15	2.1	13	-5	104	-2.7	5.2	·	1.6	-1	-6
COCCN1Cc2cccc(C(=O)Nc3cccc(C)c3C)c2C1=O	8	0.8	4	1	101	-0.7	0.7	-9	-1.1	-3	11
O=C(NN1CCOCC1)C12CC3CC(CC(C3)C1)C2	-13	2.8	10	-1	101	-1.4	2.5	-50	0.7	3	-5
COc1ccc2cc(C(N)=O)/c(=N\NC(=O)c3ccccc3)oc2c1	-10	-0.2	17	-3	91	-3.7	-5.5	12	-1.7	38	-1
O=C(Nc1nnc(Cc2ccc(Cl)cc2)s1)c1cccnc1	2	3.1	8	-4	84	-1.2	0.5	-21	-3.2	2	5
O=C(c1ccc(S(=O)(=O)N2CCCCCC2)cc1)N1CCN(c2ccccn2)CC1	-3	1.1	5	2	99	-0.9	-2.0	25	2.9	-19	4
CCc1cc(=O)oc2c(C)c(OC(C)C(=O)NCCCn3ccnc3)ccc12 (centres undefined)	-3	1.7	8	-9	·	-1.5	3.7	4	0.6	1	5
CN1C(=O)C2(Oc3ccccc3C3CC(c4ccccc4)=NN32)c2ccccc21 (centres undefined)	62	·	-16	-3	106	3.5	5.0	-20	2.3	-2	5
Cc1c(C(=O)NC2CCS(=O)(=O)C2)oc2ccccc12 (centres undefined)	-9	1.8	-4	9	106	0.6	1.9	-8	-5.0	-2	-5
CCN(CC(=O)NC(=O)NCc1ccco1)Cc1ccccc1	12	3.3	9	-2	99	-1.6	0.9	38	-0.1	0	0
Cc1ccc(/C=C/C(=O)N2CC(C)CC(C)C2)o1 (centres undefined)	-27	1.7	11	-8	101	-2.2	4.1	·	0.9	29	-8
O=C(NCC1CCCO1)C(c1ccncc1)N(Cc1ccc(F)cc1)C(=O)CN1C(=O)c2ccccc2S1(=O)=O (centres undefined)	·	2.8	4	-5	90	-0.6	1.2	8	1.7	12	-11
COc1ccccc1C(CNc1ncnc2sc(C)c(C)c12)N(C)C (centres undefined)	1	0.7	2	2	131	-0.5	-2.3	14	-3.2	-1	4
COC(=O)c1cc(=O)n(Cc2ccc3c(c2)OCO3)c(=Nc2ccccc2)s1	-12	1.9	-13	10	106	2.3	2.7	-14	-1.5	2	-4
Cc1cc(C)c(NC(=O)c2cc(S(=O)(=O)N3CCOCC3)ccc2F)c(C)c1	-2	-1.0	12	-10	101	-2.1	0.2	19	-0.8	-3	-8

9 compounds out of the list, arranged by heavy-atom count, lowest first.
SMILES	SUMO Mot1 rescue	phage Ecoli inh	MOR-DOR inv ag	PKA-R1A act	Pemphigus Ab inh	MOR-DOR ag	AddAB inh	PfHsp90 yeast 2	E coli growth	Arr AP2 block	Tat transport
O=C(NN1CCOCC1)C12CC3CC(CC(C3)C1)C2	-13	2.8	10	-1	101	-1.4	2.5	-50	0.7	3	-5
COc1ccc(NC(=O)C2CC(=O)n3ncnc3N2)cc1 (centres undefined)	-13	0.8	-4	-8	98	0.8	0.3	3	-2.4	0	7
CCN(CC(=O)NC(=O)NCc1ccco1)Cc1ccccc1	12	3.3	9	-2	99	-1.6	0.9	38	-0.1	0	0
c1ccc(-c2nc3c4ccccc4ccn3c2CN2CCCCC2)cc1	24	1.3	-11	-8	108	2.2	0.1	28	0.3	31	-6
CC1CCCCC1NC(=O)CN1C(=O)NC(C)(c2cc(F)ccc2F)C1=O (centres undefined)	-6	2.0	3	-8	100	-0.7	0.4	-1	-3.1	4	-7
Cc1cc(C)c(NC(=O)c2cc(S(=O)(=O)N3CCOCC3)ccc2F)c(C)c1	-2	-1.0	12	-10	101	-2.1	0.2	19	-0.8	-3	-8
O=C(c1ccc(S(=O)(=O)N2CCCCCC2)cc1)N1CCN(c2ccccn2)CC1	-3	1.1	5	2	99	-0.9	-2.0	25	2.9	-19	4
CCN(CC(=O)Nc1ccc(NC(C)=O)cc1)C(=O)c1ccc2c(c1)S(=O)(=O)N=C1CCCCCN12	3	4.7	3	-1	106	-0.6	-0.7	·	-1.1	14	6
O=C(NCC1CCCO1)C(c1ccncc1)N(Cc1ccc(F)cc1)C(=O)CN1C(=O)c2ccccc2S1(=O)=O (centres undefined)	·	2.8	4	-5	90	-0.6	1.2	8	1.7	12	-11

(continued)
SMILES	SUMO Mot1 rescue	phage Ecoli inh	MOR-DOR inv ag	PKA-R1A act	Pemphigus Ab inh	MOR-DOR ag	AddAB inh	PfHsp90 yeast 2	E coli growth	Arr AP2 block	Tat transport
CCCCCc1ccc(-c2cn(Cc3ccc([N+](=O)[O-])cc3)nn2)cc1	4	·	-26	9	104	4.7	4.7	·	-1.2	0	-14
O=C(CN1CCN(c2ccccc2)CC1)N/N=C/c1cccc(F)c1	434	3.2	15	-3	89	-2.9	2.7	-7	-1.7	0	-4
Cc1ccc(S(=O)(=O)c2cc(C)cc(S(=O)(=O)Nc3ccc(C(=O)O)cc3)c2C)cc1	1	2.6	12	3	108	-2.3	1.7	5	-1.7	-8	-11
O=C(NCc1ccc(F)cc1)Nc1cccc(Cl)c1	7	6.2	-16	5	108	2.2	3.7	-2	0.3	-1	-2
O=C(Nc1cccc(NC(=O)c2cccnc2Cl)c1)c1ccco1	-9	1.1	14	-5	103	-2.5	-1.3	16	3.7	-7	3
CC1CCCCN1C(=O)CSc1nnc(-c2cccnc2)n1C1CCCCC1 (centres undefined)	-11	1.9	7	-3	98	-1.2	1.4	7	0.3	23	0
CS(=O)(=O)N1CCN(C(=O)c2cc(-c3cccnc3)nc3ccc(Br)cc23)CC1	55	1.8	4	3	99	-0.9	-0.2	15	-0.4	64*	-3
CC1Cc2ccccc2N1CC(=O)Nc1cccc(S(N)(=O)=O)c1 (centres undefined)	-7	-0.8	17	-7	115	-3.5	-0.7	12	-0.2	15	4
Cn1nccc1C(=O)N1CCc2c([nH]c3ccccc23)C1c1ccc(F)cc1 (centres undefined)	309	5.8	10	-3	99	-1.9	2.6	19	1.3	29	2
COCC(C)n1c(C)cc(C(=O)COC(=O)c2ccc(N3CCCC3=O)cc2)c1C (centres undefined)	11	2.0	18	-4	·	-3.4	0.5	-16	-2.0	19	-3
NC(=O)c1ccc(NS(=O)(=O)c2ccccc2F)cc1	-10	1.3	3	-4	97	-0.5	-0.9	21	-2.2	-8	-3
Cc1ccc([C@H]2C(C(=O)O)=CC[C@@H](c3cccc(C)c3)N2S(=O)(=O)c2ccc(C)cc2)cc1	12	3.1	14	-1	97	-2.9	3.7	8	-0.9	10	6
COc1cc(/C=C/c2nc(N)nc(-c3ccccc3O)n2)cc(OC)c1OC	29	3.1	-20	-4	116	3.9	-0.3	-11	-1.7	6	9
O=C(C[C@@H]1C/C=C\C[C@H](Cc2ccc(F)cc2)C(=O)OCCNC1=O)NCCO	7	3.9	7	-1	105	-1.1	0.4	23	1.4	-3	-3
CCOC(=O)c1c(C)n(C)c2ccc(O)c(CN3CCN(C)CC3)c12	26	0.8	13	-10	109	-2.2	0.4	-29	0.9	24	2
COC(=O)c1ccc(NC(=O)c2snnc2-c2ccccc2)cc1	2	4.7	-9	-5	106	1.8	0.0	-5	-0.8	32	3
COc1ccccc1OCC(=O)Nc1nnc(C2CCCC2)s1	1	1.3	12	-8	99	-2.4	5.1	-28	-1.8	-5	2
CCCS(=O)(=O)c1nc(S(=O)(=O)c2ccc(C)cc2)c(N2CC(C)OC(C)C2)s1 (centres undefined)	-21	0.7	-4	-1	99	0.8	2.5	2	1.3	14	-2
CC(Sc1nnc(Cc2ccc3c(c2)OCO3)o1)C(N)=O (centres undefined)	-32	5.2	11	-1	100	-1.9	0.4	17	1.7	6	-6
